TDP1 cell noCPT – qHTS for Inhibitors of human tyrosyl-DNA phosphodiesterase 1 (TDP1): qHTS in cells in absence of CPT. DT40 Tdp1-/- hTDP1 cells, no CPT, ATP luminescence, 48 h. Potency, µM (top dose mostly 46.2 µM), for inactives: at the top dose activity change, negative = growth inhibition, usual class: inhibitors. 15% of 420,000 active. AID 686978, 2013; further: nearly all actives have a fitted effect of over 55% in size
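Stably hTDP1-transfected Tdp1-null chicken DT40 cells were treated with library compounds minus camptothecin and grown for at least 48 hr at 37 °C, after which cellular ATP was quantified by luminescence.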
DT40 TDP1 CPT – DT40-hTDP1 cell growth loss with CPT | 12% of 420,000 active | chicken DT40 Tdp1-/-;hTDP1 cells + 20 nM CPT, ATP luminescence, 48 h | Potency, µM (titrated, usually from 46.2 µM), for inactives: at the top dose activity change, negative = growth inhibition, usual class: inhibitors | AID 686979; further: nearly all actives have a fitted effect of over 55% in size
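Cell growth measured by CellTiter-Glo luminescence after a minimum 48 h, 37 C compound exposure with 20 nM CPT in Tdp1-knockout DT40 cells stably expressing hTDP1, seeded 400/well; qHTS titration format.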
GCN5L2 inh – inhibitors of human GCN5L2 histone acetyltransferase; Q92830; GCN5L2 HAT assay, ThioGlo1 CoA-SH fluorescence; Potency, µM (highest dose often 58.9 µM), for the others: top-dose activity change, negative = inhibition, actives largely listed as inhibitors; 0.21% of 390,000 active; AID 504327
Target sequence (Q92830 whole entry, looked up): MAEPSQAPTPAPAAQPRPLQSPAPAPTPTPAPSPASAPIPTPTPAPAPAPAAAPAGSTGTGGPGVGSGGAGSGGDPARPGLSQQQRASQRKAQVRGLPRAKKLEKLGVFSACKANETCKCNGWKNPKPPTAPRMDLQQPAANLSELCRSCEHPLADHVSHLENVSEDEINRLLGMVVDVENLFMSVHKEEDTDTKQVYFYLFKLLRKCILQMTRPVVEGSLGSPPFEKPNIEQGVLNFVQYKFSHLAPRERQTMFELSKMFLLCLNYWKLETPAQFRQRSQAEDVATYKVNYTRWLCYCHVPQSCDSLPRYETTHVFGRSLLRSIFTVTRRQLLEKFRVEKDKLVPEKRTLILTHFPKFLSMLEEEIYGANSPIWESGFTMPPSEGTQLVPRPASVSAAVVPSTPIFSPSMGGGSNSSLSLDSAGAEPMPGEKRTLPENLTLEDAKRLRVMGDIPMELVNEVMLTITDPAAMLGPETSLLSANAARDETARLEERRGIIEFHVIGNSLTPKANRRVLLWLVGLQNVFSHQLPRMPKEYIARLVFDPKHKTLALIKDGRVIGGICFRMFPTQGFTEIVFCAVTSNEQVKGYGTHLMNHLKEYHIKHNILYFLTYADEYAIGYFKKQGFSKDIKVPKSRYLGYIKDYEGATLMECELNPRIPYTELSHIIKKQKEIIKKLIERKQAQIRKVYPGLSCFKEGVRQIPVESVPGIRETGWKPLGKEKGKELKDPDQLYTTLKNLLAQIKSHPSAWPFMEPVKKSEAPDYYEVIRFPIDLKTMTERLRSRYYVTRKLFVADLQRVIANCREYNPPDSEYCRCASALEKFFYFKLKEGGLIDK
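Fluorescence readout, Ex340nm/Em540nm: ThioGlo1 (50uM final) reacts with free CoA thiol released as 20nM GCN5L2 acetylates H3(1-25) peptide (75uM) using acetyl-CoA (70uM). Compound and enzyme sat 15 min beforehand; 20 min room-temperature reaction.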
* marks the source's active call; other numbers are inactive results; ? = inconclusive; · = no result given; & = joins results of further samples. The call rests on the fitted dose curve; in most records, active means well fitted curve in the direction sought with a large enough effect; inconclusive means small, poorly fitted or top-dose-only effect, or another doubt; inactive means no such curve, though single readings can be large; an effect the other way counts as inactive or inconclusive. On the % scale 0 is the no-effect control and ±100 the full control effect; potency means the concentration at half of the fitted maximal effect. An excerpt (hit frequency here may not be typical).

no.	SMILES	TDP1 cell noCPT	DT40 TDP1 CPT	GCN5L2 inh
1	COc1ccc(CN2CCN(C(=O)c3cccc4ccccc34)CC2)cc1Br	?	-5%	-5%
2	O=C(C1=NN[C@@H]2C(=O)N(c3cccc(F)c3)C(=O)[C@H]12)c1ccc2ccccc2n1	-10%	-3%	-1%
3	O=S1(=O)c2ccccc2N(Cc2cccc(C(F)(F)F)c2)c2ccccc21	?	?	-14%
4	O=C(CCSc1nc(-c2ccco2)cc(C(F)(F)F)n1)NCCN1CCOCC1	3%	7%	-3%
5	Cc1cccc(OCCCC(=O)NNC(=O)c2cccc(N(C)C)c2)c1	-11%	0%	-4%
6	COc1ccc(Cn2nnnc2C(c2ccc(F)cc2)N2CCN(C3CCCC3)CC2)cc1 (centres undefined)	?	?	-8%
7	COc1ccc(CCC(=O)NNC(=O)Nc2ccccc2Cl)cc1	3%	-2%	-4%
8	Cc1ccccc1NC(=S)NN1CCN(C)CC1	-6%	0%	-9%
9	CC(CNC(=O)c1cc2cc(S(=O)(=O)N3CCCCC3)ccc2n1C)c1ccccc1 (centres undefined)	12µM*	3.3µM*	-7%
10	Cc1ccc(C(=O)NCCCNC(=O)c2ccc(Cl)cc2)cn1	?	-1%	-1%
11	Cc1ccc(CNC(=O)c2cccn2-c2nnc(N3CCCC3)s2)cc1	?	?	-6%
12	CCOc1ccc(N(C)S(=O)(=O)c2ccc(C)c(C(=O)N3CCN(Cc4ccc5c(c4)OCO5)CC3)c2)cc1	?	?	-7%
13	C=CCOc1ccc(/C(O)=C2\C(=O)C(=O)N(CCOC)C2c2cccnc2)cc1 (centres undefined)	-9%	-13%	-6%
14	CC1(C)NC(=O)N(CC(O)CNC23CC4CC(CC(C4)C2)C3)C1=O (centres undefined)	-7%	-4%	-6%
15	COc1ccc(CCNC(=S)N2CCN(S(=O)(=O)c3ccccc3F)CC2)cc1	?	?	-8%
16	CCOc1ccc(NC(=O)c2ccco2)cc1S(=O)(=O)N1CCCC1	-25%	-24%	-1%
17	O=C(CN1CCN(c2ccccc2)CC1)NC(=O)NCc1ccccc1	-7%	-28%	-4%
18	CCCCCCn1c(=O)n2n(c1=O)C[C@]1(OC(=O)NCc3ccc(OC)c(OC)c3)CN(S(=O)(=O)c3ccc(C)cc3)C[C@]1(O)C2	21µM*	23µM*	·
19	NC(=O)N1CCc2ccccc21	-7%	-8%	-6%
20	Clc1ccc(CSCCc2ccncc2)cc1	?	?	0%
21	Cc1ccc(SCC(=O)c2ccc[nH]2)cc1	-22%	10%	-6%
22	CC1CC1C(=O)Nc1cc(S(=O)(=O)N2CCOCC2)ccc1N1CCCC1 (centres undefined)	-1%	17%	-3%
23	COc1cc(NC(=O)Cc2cccc3ccccc23)c(C(=O)O)cc1OC	18%	-15%	-7%
24	CCOC(=O)c1[nH]c(C)c(C(=O)NCCc2ccc(OC)cc2)c1C	-17%	-17%	-18%
25	Cc1nnc(SCC(=O)Nc2ccc(F)cc2)n(N)c1=O	-5%	1%	2%
26	CCCCC(=O)Nc1ccc(C(=O)c2ccccc2)cc1	?	-19%	-7%
27	COC(=O)c1[nH]c2cccc(OC)c2c1NC(=O)C(C)N1CCC(C)CC1 (centres undefined)	-14%	-27%	-4%
28	COC(=O)CN(c1nc(C)c(Cl)c(OC)n1)S(=O)(=O)c1ccc(C)cc1	-18%	-14%	-11%
29	CCOC(=O)C1=C(c2ccccc2)N=C2SCC(=O)N2C1c1ccc2c(c1)OCO2 (centres undefined)	-20%	-3%	-15%
30	COc1cccc(/C=C/c2nc(C#N)c(NCCc3ccc(OC)c(OC)c3)o2)c1	-87%	?	-2%
31	COCC(=O)Nc1cc(C(=O)N2CCSCC2)cc2nc(-c3ccccc3)n(C)c12	-3%	1%	·
32	Cc1cccc(COc2ccc(/C(O)=C3\C(=O)C(=O)N(CCN(C)C)C3c3ccncc3)cc2)c1 (centres undefined)	0%	0%	?
33	COc1cc(C(=O)OCC(=O)c2cc(C)n(CC3CCCO3)c2C)ccc1OCC(=O)N1CCOCC1 (centres undefined)	?	?	·
34	O=C(NCc1ccco1)C(c1ccncc1)N(CCC1=CCCCC1)C(=O)Cn1nnc2ccccc21 (centres undefined)	?	?	-4%
35	Cc1ccc(NC(=O)COC(=O)CCc2ccc(S(=O)(=O)N3CCOCC3)cc2)cc1C	7%	6%	-9%
36	COc1ccc(CCn2c(SCC(=O)Nc3cc(C)on3)nc3ccsc3c2=O)cc1OC	?	?	-2%
37	CC(C)CN1CCC(=O)N(CCSc2ccc(Br)cc2)CC1	?	21µM*	-8%
38	CCOc1ccc(C(=O)NCC(=O)N2CCN(C/C=C/c3ccccc3)CC2)cc1OCC	16µM*	?	-6%
39	CCOC(=O)c1c(C)oc2c1c(/C=N/c1ccccn1)c(O)c1ccccc12	?	?	·
40	Cc1cc(C)n(C2CC(=O)N(c3ccccc3)C2=O)n1 (centres undefined)	-3%	1%	-4%

From compound 28 up to 40, copied from above:
no.	SMILES	TDP1 cell noCPT	DT40 TDP1 CPT	GCN5L2 inh
28	COC(=O)CN(c1nc(C)c(Cl)c(OC)n1)S(=O)(=O)c1ccc(C)cc1	-18%	-14%	-11%
29	CCOC(=O)C1=C(c2ccccc2)N=C2SCC(=O)N2C1c1ccc2c(c1)OCO2 (centres undefined)	-20%	-3%	-15%
30	COc1cccc(/C=C/c2nc(C#N)c(NCCc3ccc(OC)c(OC)c3)o2)c1	-87%	?	-2%
31	COCC(=O)Nc1cc(C(=O)N2CCSCC2)cc2nc(-c3ccccc3)n(C)c12	-3%	1%	·
32	Cc1cccc(COc2ccc(/C(O)=C3\C(=O)C(=O)N(CCN(C)C)C3c3ccncc3)cc2)c1 (centres undefined)	0%	0%	?
33	COc1cc(C(=O)OCC(=O)c2cc(C)n(CC3CCCO3)c2C)ccc1OCC(=O)N1CCOCC1 (centres undefined)	?	?	·
34	O=C(NCc1ccco1)C(c1ccncc1)N(CCC1=CCCCC1)C(=O)Cn1nnc2ccccc21 (centres undefined)	?	?	-4%
35	Cc1ccc(NC(=O)COC(=O)CCc2ccc(S(=O)(=O)N3CCOCC3)cc2)cc1C	7%	6%	-9%
36	COc1ccc(CCn2c(SCC(=O)Nc3cc(C)on3)nc3ccsc3c2=O)cc1OC	?	?	-2%
37	CC(C)CN1CCC(=O)N(CCSc2ccc(Br)cc2)CC1	?	21µM*	-8%
38	CCOc1ccc(C(=O)NCC(=O)N2CCN(C/C=C/c3ccccc3)CC2)cc1OCC	16µM*	?	-6%
39	CCOC(=O)c1c(C)oc2c1c(/C=N/c1ccccn1)c(O)c1ccccc12	?	?	·
40	Cc1cc(C)n(C2CC(=O)N(c3ccccc3)C2=O)n1 (centres undefined)	-3%	1%	-4%

More results follow:
no.	SMILES	TDP1 cell noCPT	DT40 TDP1 CPT	GCN5L2 inh
41	COc1ccc2[nH]cc(CCNc3ccnc(-c4ccccc4C(F)(F)F)n3)c2c1	?	?	-13%
42	CCC1(c2ccc(C)cc2)NC(=O)N(CC(=O)Nc2cccc(S(=O)(=O)N3CCCC3)c2)C1=O (centres undefined)	-30%	?	-3%
43	C=CCC(C(=O)c1ccccc1)[N+](C)(C)CC=C (centres undefined)	?	2%	-9%
44	CN(C)c1ncnc2c1ccn2C1OC(CO)C(O)C1O (centres undefined)	8.2µM*	3.3µM*	·
45	CCCC(CCC)C(=O)Oc1cc(C)[nH]c(=O)c1[N+](=O)[O-]	5%	24%	-6%
46	Cc1ccc(C)c(NC(=O)CCCn2c(C)c3cnn(-c4ccccc4)c(=O)c3c2C)c1	?	18µM*	-7%
47	COc1ccc(CNc2ccc(C)c(C)c2)c(OC)c1OC	?	?	-10%
48	O=C(CN1CCOc2ccccc21)NCc1ccc(F)cc1	-7%	-19%	0%
49	Clc1ccc(/C=N/NC(=Nc2ccccc2)c2ccccn2)c(Cl)c1	29µM*	?	-5%
50	Cc1ccccc1Cn1c(=O)n(CCCCCC(=O)NCc2ccc3c(c2)OCO3)c(=O)c2sccc21	-4%	-86%	2%
51	O=C(Nc1ccccc1Cl)N1CCSc2ccccc21	?	-27%&-23%	-1%&5%
52	CCCc1cc(=O)oc2cc(C)cc(OC(C)C(=O)NCc3ccncc3)c12 (centres undefined)	6%	-19%	-8%
53	Cc1ccc(NC(=O)CN(C)C(=O)CCCN2C(=O)c3ccccc3C2=O)cc1	-10%	-16%	-4%
54	Cc1nc(NCCc2ccccc2F)c(C#N)c(C)c1[N+](=O)[O-]	-28%	-25%	-20%
55	CCN(C(=O)COC(=O)c1c(NC(C)=O)sc(C)c1C)C1CCS(=O)(=O)C1 (centres undefined)	-13%	-9%	15%
56	CC1CN(C(=O)c2cc3cc(Cl)ccc3[nH]2)CC(C)O1 (centres undefined)	?	?	-5%
57	COC(=O)Cc1nc2c(N)nc(N)nc2[nH]c1=O	-25%	1%	·
58	CCCCNC(=O)C1(C)CCC(=O)N1c1cc(C(C)(C)C)nn1C (centres undefined)	5%	-2%	·
59	Cc1ccc(CNC(=O)COC(=O)c2ccc(Br)cc2)cc1	-5%	-4%	-4%
60	O=C(O)c1cnc(-c2ccccc2)nc1Sc1cccc(Cl)c1	-10%	1%	0%
61	O=C(COC(=O)c1cccnc1Cl)c1cccc(Cl)c1	-2%	-8%	-8%
62	CNc1nc(OCCNC(=O)Nc2ccccc2)nc(N2CCOCC2)n1	-19%	-16%	-3%
63	CCN(CCO)Cc1csc2ccc(Cl)cc12	3%	0%	-1%
64	COc1ccc(Cc2nc3ccc(C(=O)NC4CCOC4)cc3o2)cc1OC (centres undefined)	?	12µM*	·
65	Cc1cc(NCc2ccccn2)n2nc(C)c(-c3ccccc3)c2n1	0.046µM*	0.052µM*	-5%
66	O=C(Nc1nc2cc3c(cc2s1)OCCO3)c1ccco1	16µM*	12µM*	-2%
67	CCOc1[nH]c(/N=C/c2ccc(OC)cc2)c(C#N)c1C#N	-11%	-29%	·
68	CCCc1cc(C(=O)N2CCC(N3CCC(C(=O)NC(C)C)CC3)CC2)n(C)n1	0%	-1%	3%
69	CC(C)(C)c1ccc(-c2nnc(-c3ccccc3NC(=O)c3cccc(C(F)(F)F)c3)o2)cc1	4%	4%	2%
70	N#Cc1ccc(C(=O)Nc2ccc3ccccc3c2)cc1	?	?	-24%
71	CCn1c(-c2c(Cl)c(C)nn2C)n[nH]c1=S	-4%	7%	-1%
72	Cn1c2ccccc2c(=O)c2cc(C#CC3(O)CCCCC3)ccc21	?	16µM*	-4%
73	CN(Cc1ccccc1)C(=O)[C@@H]1CCCN1C(=O)[C@@H]1CCCN1C(=O)c1c(F)cccc1F	-18%	2%	·
74	CC(C)C[C@@H]1COc2cc(N3CCC[C@H]3CO)ccc2S(=O)(=O)N1	-18%	-12%	·
75	CCS(=O)(=O)N1CCN(c2ccc([N+](=O)[O-])c(NCC3CCCO3)c2)CC1 (centres undefined)	?	-5%	-5%
76	CC(=O)Nc1ccc(/C(C)=N/Nc2nc(Nc3ccccc3)nc(N3CCOCC3)n2)cc1	7.3µM*	5.2µM*	-2%
77	COCC(=O)N1CCC(Oc2ccc(C(=O)NC(C)c3nc(C)sc3C)cc2)CC1 (centres undefined)	8%	0%	2%
78	Nc1ncc(-c2ccccc2)c(-c2ccc(OCc3ccccc3)cc2O)n1	?	?	-8%
79	Cc1cccc(C)c1NC(=O)CCCN1CC(C)OC(C)C1 (centres undefined)	-2%	-2%	-10%
80	O=C(Nc1nnc(-c2ccccc2F)s1)c1cccnc1	-14%	-16%	-5%
81	CCCCCCC1CC(CCC(=O)Nc2ccc([N+](=O)[O-])cc2)C(=O)O1 (centres undefined)	-4%	3%	0%
82	CSc1c(CC(=O)NCCO)n(C)c2ccccc12	-7%	2%	0%
83	COC(=O)c1ccc2c(=O)n(Cc3ccc4c(c3)OCO4)c(SCC(=O)N3CCCC3)nc2c1	-29%	-22%	-7%
84	CCN1CCN(C(=O)C2CCN(c3nnc(-n4c(C)ccc4C)s3)CC2)CC1	-27%	?	0%
85	COc1cc(C(=O)c2cc3c(cc2C)OCO3)cc(OC)c1OC	0.023µM*	0.023µM*	·
86	CC1CCCCC1NC(=O)CN1CCC(O)(c2ccc(F)cc2)CC1 (centres undefined)	-11%	-17%	2%
87	CCOc1cc(C)c(Cl)cc1S(=O)(=O)N1CCCC1	?	-16%	-2%

Bioassay records from PubChem.
